MITF primary: inhibitors of human MITF; O75030; AlphaScreen MITF homodimerization, bead proximity signal; inhibition, % at 2.6 µM; 650,000 compounds, 0.91% hits; AID 1259374; in the data active means inhibition above about 50%;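 further: 0% = vehicle wells with protein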
FBW7 activator: activators of human E3 ligase FBW7; 650,000 compounds, 0.13% hits; AlphaScreen FBW7–phospho-cyclin E peptide binding, activator screen; normalized activity (activation), % at 26.1 µM; AID 1259310; in the data active means normalized activity above about 1.9%;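 further: purified mutant Fbw7 with reduced substrate affinity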
Target sequence (Q969H0 whole entry, looked up): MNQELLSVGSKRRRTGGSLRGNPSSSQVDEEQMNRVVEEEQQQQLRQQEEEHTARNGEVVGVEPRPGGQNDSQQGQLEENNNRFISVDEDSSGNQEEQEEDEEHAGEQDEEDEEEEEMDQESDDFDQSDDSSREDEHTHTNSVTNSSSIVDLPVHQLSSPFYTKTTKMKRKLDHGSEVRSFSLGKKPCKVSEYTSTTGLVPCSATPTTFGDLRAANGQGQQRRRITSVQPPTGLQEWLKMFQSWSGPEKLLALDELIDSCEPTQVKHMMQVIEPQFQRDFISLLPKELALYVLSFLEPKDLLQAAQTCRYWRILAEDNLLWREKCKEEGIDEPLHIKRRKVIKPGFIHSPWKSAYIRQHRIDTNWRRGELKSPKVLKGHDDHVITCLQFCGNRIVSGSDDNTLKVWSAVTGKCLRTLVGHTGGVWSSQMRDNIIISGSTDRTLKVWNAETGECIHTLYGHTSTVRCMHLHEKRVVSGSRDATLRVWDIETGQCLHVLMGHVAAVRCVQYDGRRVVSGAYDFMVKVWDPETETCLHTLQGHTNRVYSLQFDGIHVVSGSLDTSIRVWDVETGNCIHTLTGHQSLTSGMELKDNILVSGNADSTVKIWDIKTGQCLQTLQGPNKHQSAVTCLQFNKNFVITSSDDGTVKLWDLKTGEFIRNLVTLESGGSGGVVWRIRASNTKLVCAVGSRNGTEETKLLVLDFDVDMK
TEAD-YAP block: TEAD-YAP interaction inhibition | HEK-TIYL cells, TEAD-Gal4/YAP UAS-luciferase luminescence | inhibition, % at 9.12 µM | 640,000 compounds, 1.4% hits | AID 1259422; in the data active means inhibition above about 32%;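 further: 0% = median of test compound wells and 100% = reference inhibitor wells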
GPR151 activ: activates the human receptor GPR151; PathHunter beta-arrestin GPR151 cells, luminescence; activation, % at 11.2 µM; 650,000 compounds, 1% hits; AID 1508602; in the data active means activation above about 4.9%;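 further: 0% = median of compound wells and 100% = cells with positive control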
Target sequence (Q8TDV0 whole entry, looked up): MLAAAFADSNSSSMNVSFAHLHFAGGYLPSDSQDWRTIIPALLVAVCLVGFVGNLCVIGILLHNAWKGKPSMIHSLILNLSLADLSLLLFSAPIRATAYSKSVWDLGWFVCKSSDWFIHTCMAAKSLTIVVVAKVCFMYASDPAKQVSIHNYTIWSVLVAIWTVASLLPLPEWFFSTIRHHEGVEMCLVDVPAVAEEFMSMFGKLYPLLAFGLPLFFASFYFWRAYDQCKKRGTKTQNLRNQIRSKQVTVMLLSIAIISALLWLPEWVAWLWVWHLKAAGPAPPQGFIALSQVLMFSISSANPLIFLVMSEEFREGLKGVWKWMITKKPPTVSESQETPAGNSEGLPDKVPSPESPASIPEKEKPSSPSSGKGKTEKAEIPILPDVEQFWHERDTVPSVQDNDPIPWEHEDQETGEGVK
* marks the source's active call; other numbers are inactive results.

SMILES	MITF primary	FBW7 activator	TEAD-YAP block	GPR151 activ
O=[N+]([O-])c1ccc(-c2nc3c4ccccc4nc(SCc4ccc(Cl)cc4)n3n2)cc1	5	-0.2	2	-0.1
CCCCOc1ccc(C(=O)Nc2c3c(nn2-c2ccc(C)cc2C)CSC3)cc1	-12	-0.1	-9	-0.7
O=[N+]([O-])c1cc(CN2CCCCC2c2cccnc2)ccc1O (centres undefined)	14	0.1	-3	1.0
N#C/C(C(=O)Nc1ccccc1)=C(/Nc1ccccc1)SCc1ccc(Cl)cc1	10	0.0	6	0.1
COc1ccccc1N1CCN(C(=O)c2cccn3c(=O)c4ccc(Cl)cc4nc23)CC1	-18	0.2	-3	-0.6
Cc1nc2cc3c(cc2n1CC(=O)N1C(C)CCCC1C)OCCO3 (centres undefined)	10	0.6	5	-1.7
CC1CC(C)CN(Cc2cc(=O)oc3cc4c(cc23)CCC4)C1 (centres undefined)	11	0.0	2	0.1
Cc1ccccc1NC(=O)CSc1nc(-c2ccccc2)cn1-c1ccccc1F	-14	-0.2	-16	-1.3
Cc1ccc(CN2CCc3c(nc(N4CCC(C)CC4)[nH]c3=O)C2)o1	3	-0.2	1	1.0
CC1(C)NC(=O)N(CC(=O)OCC(=O)Nc2ccc3c(c2)OCO3)C1=O	5	0.1	12	-0.4
CCOC(=O)C1=C(c2ccccc2)OC(N)=C(C#N)C1c1cc([N+](=O)[O-])cs1 (centres undefined)	5	0.1	2	1.2
CCOC(CNC(=O)CCNC(=O)c1cc(OC)c(OC)c(OC)c1)OCC	3	0.1	3	-0.4
COc1ccccc1N1CCN(C(=O)c2sc3nc(C)n(C)c(=O)c3c2C)CC1	6	0.3	-32	1.0
CCN1/C(=C\C=C2/SC(=Nc3ccc4sc(C)nc4c3)N(C)C2=O)Sc2ccccc21	10	-0.1	-1	0.8
CN(C(=O)c1cccs1)C(Cc1ccccc1F)C1CCN(CCO)CC1 (centres undefined)	10	0.0	10	-0.5
CCC(CC)C(=O)Oc1coc(CSc2nnc(NC(=O)C3CC3)s2)cc1=O	2	-0.3	4	1.4
COC(=O)c1ccc2nnsc2c1	3	0.0	-10	0.5
Cc1cc2oc(=O)cc(C)c2cc1NC(=O)/C=C/C(=O)O	4	-0.1	-4	2.0
O=C(O)c1ccc(-n2nnnc2SCC(=O)N2CCOCC2)cc1	7	0.0	-1	-0.7
C=CCNC(=O)CN1C(=O)C(C)Oc2ccccc21 (centres undefined)	11	-0.3	11	0.3

Limited to GPR151 activ, for some of the entries so far:
Molecule | GPR151 activ
CC1(C)NC(=O)N(CC(=O)OCC(=O)Nc2ccc3c(c2)OCO3)C1=O | -0.4
CCOC(=O)C1=C(c2ccccc2)OC(N)=C(C#N)C1c1cc([N+](=O)[O-])cs1 (centres undefined) | 1.2
CCOC(CNC(=O)CCNC(=O)c1cc(OC)c(OC)c(OC)c1)OCC | -0.4
COc1ccccc1N1CCN(C(=O)c2sc3nc(C)n(C)c(=O)c3c2C)CC1 | 1.0
CCN1/C(=C\C=C2/SC(=Nc3ccc4sc(C)nc4c3)N(C)C2=O)Sc2ccccc21 | 0.8

The list goes on.
SMILES	MITF primary	FBW7 activator	TEAD-YAP block	GPR151 activ
Cc1ccc(C)c(OCCN2CCOCC2)c1C	55*	0.1	4	2.9
CCCNS(=O)(=O)c1cc(Cl)c(OCC)cc1Cl	5	0.1	-7	0.6
c1ccc(CNc2nc(N3CCN(Cc4ccc5c(c4)OCO5)CC3)nc3c2ncn3C2CCCCC2)cc1	2	-0.2	-13	1.2
O=c1c2c3c(sc2ncn1/N=C/c1ccc(O)c(O)c1O)CCCC3	58*	-0.3	-7	5.4*
Cc1ccc(S(=O)(=O)N(c2cccc(C)c2)C2CCS(=O)(=O)C2)cc1 (centres undefined)	12	-0.1	8	-0.1
COc1ccccc1C(=O)N1CCOc2ccc(CN3CCN(C(C)=O)CC3)cc2C1	-1	0.1	-6	0.0
c1ccc(Nc2nc(N3CCOCC3)nc3c2ncn3-c2ccsc2)cc1	35	-0.1	22	1.1
CCC1(CC)NC(=O)N(CC(=O)Nc2ccc([N+](=O)[O-])cc2OC)C1=O	-11	0.0	-7	-1.3
N/C(=N\c1nc(C(F)(F)F)cc(=O)[nH]1)Nc1ccc(I)cc1	-6	-0.1	45*	-0.5
CCCCOc1cccc(C(=O)Nc2sccc2C#N)c1	-6	0.0	-24	-0.6
CCOC(=O)C1CCN(C(=O)c2cnn(-c3ccccc3)c2-n2cccc2)CC1	11	-0.1	2	-0.2
CC(O)(Cc1oc2ccc([N+](=O)[O-])cc2c1N1CCOCC1)C1CC2C=CC1C2 (centres undefined)	-12	-0.1	-1	-0.5
Cc1nc2sccn2c1CN1CCc2nnc(C(C)C)n2CC1	-6	-0.1	6	1.5
CN1CCN(C(=O)c2ccc(-c3nccc(NCCO)n3)cc2)CC1	-5	0.1	1	0.5
CC(=O)c1nn(-c2ccc(F)cc2)nc1Nc1ccc2c(c1)OCCO2	-7	0.1	-76	0.0
CCOc1ccc(CN2CCN(Cc3ccc(F)c(F)c3)CC2CCO)cc1 (centres undefined)	-10	0.0	-5	0.2
Cn1c(=O)[nH]c(=O)c2c1nc(CN1CCN(Cc3ccccc3)CC1)n2CCCO	-12	0.1	0	3.2
O=C1C2CC=C(Cl)CC2C(=O)N1CCC[n+]1cccc2ccccc21 (centres undefined)	14	0.0	5	0.9
CCOc1ccc(C(=O)O/N=C(\N)c2cccc(Br)c2)cc1OCC	-21	0.0	-3	3.6
O=C(CCc1ccccc1)N/N=C/c1ccc([N+](=O)[O-])s1	4	0.0	-4	0.1

Single records, from the list above. Values in the order: MITF primary | FBW7 activator | TEAD-YAP block | GPR151 activ
`CCOC(=O)C1CCN(C(=O)c2cnn(-c3ccccc3)c2-n2cccc2)CC1` is listed with 11 | -0.1 | 2 | -0.2
`Cn1c(=O)[nH]c(=O)c2c1nc(CN1CCN(Cc3ccccc3)CC1)n2CCCO` is listed with -12 | 0.1 | 0 | 3.2
`O=c1c2c3c(sc2ncn1/N=C/c1ccc(O)c(O)c1O)CCCC3` is listed with 58* | -0.3 | -7 | 5.4*
`Cc1ccc(C)c(OCCN2CCOCC2)c1C` is listed with 55* | 0.1 | 4 | 2.9
`Cc1ccc(S(=O)(=O)N(c2cccc(C)c2)C2CCS(=O)(=O)C2)cc1` (centres undefined) is listed with 12 | -0.1 | 8 | -0.1

(more compounds)
SMILES	MITF primary	FBW7 activator	TEAD-YAP block	GPR151 activ
CCN(CC)S(=O)(=O)c1ccc2c(c1)Cc1cc(S(=O)(=O)N(CC)CC)ccc1-2	14	0.1	-6	-0.5
O=C1CC(C(=O)Nc2ccccc2Cl)N=C(Nc2nc3ccccc3s2)N1 (centres undefined)	6	0.2	-1	-2.1
COc1ccc2c(c1)-c1c(ssc1=S)C(C)(C)N2C(=O)CN1C(=O)c2ccccc2C1=O	-2	0.0	2	-1.5
Cc1cccc(C)c1NC(=O)C(NC(=O)c1ccccn1)c1ccc([N+](=O)[O-])cc1 (centres undefined)	7	-0.1	1	-0.6
Nn1cnc2c(c1=O)C1(CCCCC1)Cc1ccccc1-2	8	0.4	6	-0.3
Cc1ccc(-c2csc(NC(=O)C(C)N3C(=O)c4ccccc4C3=O)n2)cc1 (centres undefined)	-14	-0.3	-39	0.1
COc1ccc(-c2nc(CCl)cs2)cc1OC	4	0.2	-16	-0.5
CCOc1ccc(N(C(=O)COC)C2C=CS(=O)(=O)C2)cc1 (centres undefined)	8	0.0	6	1.5
COC(=O)c1ccccc1NC(=O)CSc1nnc(COc2ccc(C(C)C)cc2)o1	-3	0.0	-4	-0.9
O=C(Nc1ccc(Br)cc1)c1ccc(F)c(S(=O)(=O)NC2CCCCCC2)c1	-3	0.0	40*	-0.3
Cc1nn2c(SCC(=O)c3cccc([N+](=O)[O-])c3)nnc2[nH]c1=O	0	0.1	2	4.5
CCn1c(N/N=C/c2cc(Br)ccc2O)nc2c1c(=O)n(C)c(=O)n2C	1	0.0	1	-0.5
COc1ccccc1N=Cc1c(O)n(Cc2ccccc2)c(=O)c2ccccc12	4	-0.1	2	-0.5
O=C(NCc1ccc(F)cc1)c1ccc2c(=O)n(Cc3ccco3)c(=S)[nH]c2c1	6	0.0	-4	0.1
Cc1[nH][nH]c(=O)c1C1=NCCC1	-3	0.0	2	-0.3
CC(C)c1ccc(-c2csc(NC(=O)c3ccc(F)cc3)n2)cc1	23	0.1	2	-1.3
CC1CCc2sc(NC(=O)c3cccc(Oc4ccccc4)c3)c(C(N)=O)c2C1 (centres undefined)	0	-0.1	-9	-0.5
CCOc1ccccc1-c1nc(-c2ccc(Br)o2)no1	6	0.2	-9	-0.2
c1ccc(C(Sc2ncn[nH]2)c2ccccc2)cc1	-3	0.1	1	-1.0
CN(C)CCOc1ccc(-c2ccccc2Cl)cn1	20	-0.2	-25	-1.3

The closing two compounds of the part above lead into the next.
SMILES	MITF primary	FBW7 activator	TEAD-YAP block	GPR151 activ
c1ccc(C(Sc2ncn[nH]2)c2ccccc2)cc1	-3	0.1	1	-1.0
CN(C)CCOc1ccc(-c2ccccc2Cl)cn1	20	-0.2	-25	-1.3
O=C(NCCCN1CCCC1=O)c1ccc2c(=O)n(CCc3ccccc3)c(=S)[nH]c2c1	18	0.3	3	0.2
CC1(C)CC(=O)C(C=Nc2ccc(O)cc2)=C(O)C1	-4	-0.1	-8	1.4
CCn1c(CNC(=O)c2ccc(Cl)c(Cl)c2)n[nH]c1=S	-2	-0.2	-3	-0.6
CCOC(=O)C1(CCOc2ccccc2)CCN(C(=O)C2=C(C)OCCO2)CC1	5	0.0	-23	-0.6
COc1ccc(-n2cc(-c3ccccc3)c3c(N4CCC(C)CC4)ncnc32)cc1	12	0.2	1	-2.0
Cc1c(Cc2ccc(Cl)cc2)c(NCCN2CCOCC2)n2c(nc3ccccc32)c1C#N	1	0.0	-40	-0.2
CC1CCN(S(=O)(=O)c2cccc(S(=O)(=O)N3CCCCC3)c2)CC1	-3	0.0	-1	-0.6
COc1ccc(-c2cc(C(F)(F)F)n3nc(C(=O)Nc4cc(C(F)(F)F)ccc4Cl)cc3n2)cc1	-10	-0.1	-7	0.1
COc1cc(Nc2cccc[n+]2C)cc(OC)c1OC	-3	0.2	3	0.1
Cc1cccc2sc(NC(=O)Cn3c(=O)oc4ccccc43)nc12	9	0.1	-1	0.6
CC(C)CNS(=O)(=O)c1ccc2nc(N)sc2c1	21	0.1	8	1.5
COCC(=O)Nc1cc(Cl)cc(Cl)c1	3	-0.1	5	-1.0
Cc1ccc(C2=NC3(CCCCC3)NC2=O)cc1	-3	0.4	-7	-1.0
COCCN(CCOC)S(=O)(=O)c1ccc(C(=O)Nc2sccc2C(N)=O)cc1	-3	-0.2	1	3.9
CCOC(=O)C1=C(c2ccccc2)N=c2s/c(=C\c3cc(C)n(-c4ccc(F)cc4)c3C)c(=O)n2C1c1cccc(OC)c1OC (centres undefined)	6	1.1	4	-0.9
Nc1nc(CSc2nnc3c(n2)[nH]c2ccccc23)nc(N2CCOCC2)n1	-3	0.2	-8	-1.2
O=C(Nc1ccc(Br)cc1F)c1cc(S(=O)(=O)N2CCN(c3ccccc3Cl)CC2)ccc1F	14	0.5	0	-1.8
COc1ccccc1NC(=O)CCc1c(C)nc2nc[nH]n2c1=O	-3	-0.3	0	3.4
O=C(Nc1ccc2nc3n(c(=O)c2c1)CCCC3)c1cc([N+](=O)[O-])ccc1F	6	0.1	17	-0.5
NC(=O)COC(=O)CCC(=O)c1ccc2c(c1)OCCO2	-2	0.0	-6	0.1
CNC(=O)CSc1nnc(-c2cccs2)n1Cc1ccco1	-19	0.1	16	0.0
COc1cccc(C(=O)NCCc2cccc(Cl)c2)c1	10	0.3	-26	0.4
c1ccc(-c2ccc3nnc(SCc4cccnc4)n3n2)cc1	5	1.0	7	3.2
Cc1cc(=O)oc2c1ccc1oc(C(=O)c3ccc(Cl)cc3)c(C)c12	-3	-0.1	-5	5.7*
COc1ccc(NC(=O)CSc2nc3ccccc3c(=O)[nH]2)c(OC)c1	-3	0.0	0	-1.0
O=C(NC(c1ccccc1)c1cnccn1)C1CCN(C(=O)c2cccs2)CC1 (centres undefined)	20	0.6	-4	-0.5
CCc1ccc(C2C(C#N)=C(N)N(N(C)C)C3=C2C(=O)CC(C)(C)C3)s1 (centres undefined)	2	-0.1	-1	1.1
Cn1c(-c2cc3ccc(O)c(CN4CCCCC4)c3oc2=O)nc2ccccc21	7	-0.2	-5	0.0
O=C(Nc1cccc2c1CCCC2)C(c1ccccc1)c1ccccc1	8	0.1	-4	4.7
COc1ccccc1N1C(=NC(=O)CCCC(=O)O)SC2CS(=O)(=O)CC21 (centres undefined)	10	0.7	-4	-1.9
Oc1ccc(C=Nc2ccc(N3CCOCC3)cc2)cc1Br	-4	-0.4	0	-1.9
CN(CC(=O)NCCc1ccccc1)S(=O)(=O)c1cnc[nH]1	4	0.8	-2	-0.3
CCOC(=O)CNC(=O)c1cc2c(=O)oc3ccccc3c2s1	-4	0.4	11	1.0
COc1ccccc1OCCNC(=O)c1ccc(Oc2ccccc2)cc1	-6	-0.1	5	1.0
Cc1ccccc1Cn1c(=N)n(CC(O)c2ccc(Cl)c(Cl)c2)c2ccccc21 (centres undefined)	2	0.0	10	-0.2
Cn1c(=O)[nH]c(=O)c2c1nc(Br)n2CCSc1nc2ccccc2[nH]1	6	-0.1	5	-0.4
O=C(Nc1ccccc1Br)c1cc(S(=O)(=O)N2CCN(c3ccccc3)CC2)ccc1F	8	0.3	11	1.1
Cc1ccc(OCC(=O)N2CCN(S(=O)(=O)c3ccc4ccccc4c3)CC2)cc1	-3	0.7	9	-1.5
O=C(CC1S/C(=N\N=C\c2ccccc2)NC1=O)Nc1ccccc1F (centres undefined)	-65	-0.1	6	-0.4
O=C1CCCN1CCCNc1nc(N2CCCC2CO)nc2c1ncn2Cc1ccc(C(F)(F)F)cc1 (centres undefined)	-2	0.0	10	-1.8
CCOC(=O)c1cc2cc(OC)ccc2nc1C	15	0.1	-21	-0.2
